From PubChem
Apoferritin bind: candidate novel general anesthetic via apoferritin binding. P02791. AID 485281. apoferritin/1-aminoanthracene competitive binding, fluorescence. 350,000 tested, 0.074% active. Potency, µM (highest dose often 77.5 µM), for the others: at the highest dose activity change, negative = displacement, hits mostly inhibitors; further: potency means the concentration at half of the fitted maximal effect; on the % scale 0 is the no-effect control and ±100 the full control effect; nearly all actives have a fitted effect of over 20% in size
Target sequence (P02791 2-175 limits assumed): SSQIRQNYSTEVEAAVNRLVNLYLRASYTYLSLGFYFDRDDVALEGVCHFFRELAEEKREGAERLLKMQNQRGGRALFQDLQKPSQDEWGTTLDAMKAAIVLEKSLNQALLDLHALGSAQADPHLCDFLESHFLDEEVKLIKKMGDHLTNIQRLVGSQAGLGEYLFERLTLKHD
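10 uM apoferritin + 50% sat. 1-AMA, PBS; cpd 10 min RT; Ex380/Em535 endpoint; normalized to free probe vs complex; 4-param Hill fit; propofol titration as pos. ctrl.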
POLK inh: DNA polymerase kappa (human) inhibition | purified Pol kappa, fluorescent DNA synthesis assay, 10 min | Potency, µM (titrated, usually from 107 µM), for inactives: top-dose activity, negative = inhibition, actives largely listed as inhibitors | 400,000 tested, 0.53% active | AID 588579; further: potency means the concentration at half of the fitted maximal effect; on the % scale 0 is the no-effect control and ±100 the full control effect
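50 nM final substrate added after 15 min RT preincubation of 10 nM Pol kappa with compound; fluorescence read at 0 and 10 min.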
LDHA inh: inhibitors of human lactate dehydrogenase A; P00338; purified LDHA, NADH/diaphorase-resazurin fluorescence; active compounds read low; 480,000 tested, 0.15% active; AID 1347041; activity change, % (values are at about 110 or 230 µM); in the data active means activity change below about -30%; inconclusive means mostly about -25% to -30%;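 further: plate controls were DMSO wells for no effect and wells without enzyme for full effect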
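Remaining NADH was detected by diaphorase (0.133 mg/mL) converting 37 µM resazurin to fluorescent resorufin, read at 0 and 20 minutes. The preceding 5-minute room-temperature reaction used 2 nM LDHA, 0.2 mM sodium pyruvate and 0.06 mM NADH at pH 7.4.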
12-LOX inh: ALOX12 (human) lipoxygenase inhibition; P18054; purified 12hLO, xylenol orange hydroperoxide absorbance; Potency, µM (titrated, usually from 108 µM), inactives show at the top dose activity change, negative = inhibition, usual class: inhibitors; 580,000 tested, 1.1% active; AID 1671190; further: potency means the concentration at half of the fitted maximal effect; on the % scale 0 is the no-effect control and ±100 the full control effect
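Purified human 12hLO (150 nM final) in 25 mM Hepes, 0.01% Triton X-100, pH 7.0 was preincubated 15 min at room temperature with compound. Then 40 uM arachidonic acid was added, 30 min. Hydroperoxide was read by Fe-XO absorbance ratio 573/405 nm.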
APE1 inh: inhibitors of human APE1 endonuclease | P27695 | recombinant APE1, TAMRA/BHQ-2 abasic DNA cleavage fluorescence | Potency, µM (series often up to 65.8 µM), for the others: at the top dose activity change, negative = inhibition, actives largely listed as inhibitors | 350,000 tested, 0.35% active;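 further: potency means the concentration at half of the fitted maximal effect; plate controls were vehicle for no effect and reference inhibitor for full effect; nearly all actives have a fitted effect of over 55% in size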
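Endonuclease cleavage of a quenched abasic-site DNA duplex (50 nM) by APE1 (0.75 nM) was tracked by TAMRA dequenching. Compounds were preincubated with enzyme 15 min at room temperature; data normalized to buffer-only and DMSO wells plus NSC13755 control.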
ERG Ets-DNA blk: inhibitors of human ERG Ets domain-DNA interaction; P11308; fluorescence polarization, His-ERG Ets domain / labelled DNA; Potency, µM (series often up to 76.9 µM), without a hit: top-dose FP activity, negative = inhibition, usual class: inhibitors; 370,000 tested, 0.028% active; active means well fitted inhibition curve with a large enough effect in the polarisation, with a control signal flat; inconclusive means small, poorly fitted or top-dose-only effect, or effect the other way, or a change in a side signal; inactive means no such curve, though single readings can be large or run the other way; the % refers to the polarisation;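 further: polarization taken with two DNA probes labelled with fluorescein and Texas red; potency means the concentration at half of the fitted maximal effect; % of control where 0% means no effect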
Target sequence (P11308 whole entry, looked up, the tested form may be a part): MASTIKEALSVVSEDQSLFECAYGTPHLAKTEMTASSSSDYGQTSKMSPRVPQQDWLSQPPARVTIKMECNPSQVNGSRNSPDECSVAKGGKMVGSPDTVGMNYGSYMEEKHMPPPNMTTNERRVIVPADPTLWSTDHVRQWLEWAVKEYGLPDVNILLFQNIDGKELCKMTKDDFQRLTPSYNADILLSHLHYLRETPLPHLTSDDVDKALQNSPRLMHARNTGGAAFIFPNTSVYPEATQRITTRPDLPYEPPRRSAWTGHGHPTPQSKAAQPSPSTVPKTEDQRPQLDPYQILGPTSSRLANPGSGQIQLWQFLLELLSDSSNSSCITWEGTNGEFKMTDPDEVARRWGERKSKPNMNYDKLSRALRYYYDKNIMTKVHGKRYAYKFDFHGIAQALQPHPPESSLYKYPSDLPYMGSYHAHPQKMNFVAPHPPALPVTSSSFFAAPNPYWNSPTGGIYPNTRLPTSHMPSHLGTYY
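His-tagged ERG Ets domain (1 uM in the protein solution; 300mM KCl, 50mM Tris-HCl, 1mM EDTA, 1mM DTT, pH 7.5) received compound, then a probe mix of 5 nM fluorescein-DNA and 100nM Texas-615-DNA. Fluorescence polarization was read for both dyes.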
POLH inh: inhibitors of human DNA polymerase eta | recombinant Pol eta, fluorescent DNA replication assay | AID 588591 | 390,000 tested, 1.2% active | Potency, µM (doses to about 114 µM), without a hit: at the highest dose activity change, negative = inhibition, hits mostly inhibitors; further: potency means the concentration at half of the fitted maximal effect; on the % scale 0 is the no-effect control and ±100 the full control effect
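Pol eta (10 nM) was preincubated with compounds for 15 min at room temperature, after which fluorescent replication substrate (50 nM final) was added to start the reaction. Fluorescence was read kinetically at 0 and 10 min.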
POLB inh: inhibitors of human DNA polymerase beta | Pol beta primer extension/strand displacement, fluorescence kinetic | Potency, µM (series often up to 114 µM), inactives show at the highest dose activity change, negative = inhibition, hits mostly inhibitors | 340,000 tested, 1.3% active; further: potency means the concentration at half of the fitted maximal effect; on the % scale 0 is the no-effect control and ±100 the full control effect
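10 nM enzyme + cpd, 15 min RT; start with substrate 50 nM final; read 0 min and after 10 min RT. Corrected, normalized data; 4-parameter Hill curve fit.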
RGS4 inh: inhibitors of human regulator of G protein signaling 4. 390,000 tested, 0.039% active. Transcreener GDP fluorescence polarization, RGS4-accelerated GTP hydrolysis. AID 504845. Potency, µM (series often up to 114 µM), for inactives: at the top dose activity change, negative = inhibition, hits mostly inhibitors; further: potency means the concentration at half of the fitted maximal effect; on the % scale 0 is the no-effect control and ±100 the full control effect; nearly all actives have a fitted effect of over 75% in size; some results filed as inactive show a strong effect at the top dose
Target sequence (P49798 whole entry, looked up): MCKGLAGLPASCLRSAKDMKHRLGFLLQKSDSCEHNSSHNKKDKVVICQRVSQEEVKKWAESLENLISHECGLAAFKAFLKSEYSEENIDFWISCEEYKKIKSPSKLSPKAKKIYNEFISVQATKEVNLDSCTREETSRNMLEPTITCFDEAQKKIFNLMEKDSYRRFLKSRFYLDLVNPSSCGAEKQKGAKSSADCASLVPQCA
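MLSMR compounds (23 nl, pin-transferred) preincubated 10 min at room temperature with a 500nM (2x) first reagent, then RGS4 at 900nM (2x) plus Transcreener GDP mix added; fluorescence polarization (620/688 nm) read before and after 90 min at 30 °C.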
Starred values were filed as active, the others as inactive; [ ] = another dose, or the depositor's remark. Unless noted, the call rests on the fitted dose curve; in most records, active means well fitted curve in the direction sought with a large enough effect; inconclusive means small, poorly fitted or top-dose-only effect, or another doubt; inactive means no such curve, though single readings can be large; an effect the other way counts as inactive or inconclusive.

For CCOC(=O)c1c(NC(=O)c2cc(-c3ccc(Br)cc3)on2)sc(C(C)=O)c1C the results were Apoferritin bind -7.7%, POLK inh 1.4%, LDHA inh -1.8, 12-LOX inh -24.5%, ERG Ets-DNA blk 1.8%, POLH inh -17.0%, POLB inh 1.3% and RGS4 inh -36.3%.
For COCCn1c(SCC(=O)NCC(c2ccccc2)N(C)C)nc2sc3c(c2c1=O)CCC3 (centres undefined) the results were POLK inh -12.3%, LDHA inh 1.0, 12-LOX inh 7.8%, ERG Ets-DNA blk 0.6%, POLH inh inconclusive and RGS4 inh -21.3%.
For Cc1ccc(-n2c(SCc3ccccc3F)nc3[nH]ncc3c2=O)cc1C the results were Apoferritin bind -20.5%, POLK inh -6.8%[60.1 µM], LDHA inh -1.1, 12-LOX inh inconclusive, ERG Ets-DNA blk 1.9%, POLH inh -26.3%, POLB inh 2.5% and RGS4 inh -4.9%.
`COc1cc(/C=C2\SC(=S)N(CC(=O)NC(C)(C)C)C2=O)cc(OC)c1OC` gave Apoferritin bind -19.2%, POLK inh -10.3%[60.1 µM], LDHA inh -1.9, 12-LOX inh -23.1%, APE1 inh -2.2%, ERG Ets-DNA blk 2.5%, POLH inh -23.3%, POLB inh -23.2% and RGS4 inh 3.0%[11.4 µM].
CC(=O)OCC1=C(C(=O)O)N2C(=O)C(NC(=O)Cn3nc(C(F)F)c(Cl)c3C)C2SC1 (centres undefined) was read as Apoferritin bind -10.6%, POLK inh 50.1µM*, LDHA inh -3.5, 12-LOX inh -6.3%, APE1 inh -8.0%, ERG Ets-DNA blk 45.5%[activator], POLH inh 20µM*, POLB inh 28.2µM* and RGS4 inh -11.8%.
Screening O=C(NCc1ccccc1)C1(CC2CC(c3ccccc3)=NO2)CCNCC1 (centres undefined) returned POLK inh 5.4%, LDHA inh 0.0, 12-LOX inh inconclusive, APE1 inh -5.4%, ERG Ets-DNA blk -2.5%, POLH inh -15.4% and RGS4 inh -18.1%.
For COc1ccc(N2CCN(C(=O)c3ccc4c(c3)OCO4)CC2)cc1 the results were Apoferritin bind -9.1%, POLK inh -1.5%, LDHA inh 1.8, 12-LOX inh 468.1%[activator], APE1 inh 1.2%, ERG Ets-DNA blk 14.5%, POLH inh -17.6%, POLB inh 2.7% and RGS4 inh 4.4%.
For CCOc1ccc(S(=O)(=O)N2CCCCC2)cc1NC(=O)C1COc2ccccc2O1 (centres undefined) the results were POLK inh -4.3%, LDHA inh -2.6, 12-LOX inh -10.5%, APE1 inh 18.9%, ERG Ets-DNA blk -9.1%, POLH inh -18.6% and RGS4 inh -44.9%.
Screening Cc1onc(-c2ccccc2)c1C(=O)OCC(=O)Nc1ccc(C#N)cc1 returned POLK inh 2.2%, LDHA inh -2.5, 12-LOX inh -1.6%, APE1 inh -7.9%, ERG Ets-DNA blk 12.2%, POLH inh -9.2% and RGS4 inh 5.6%.
COc1ccc(OC)c(NC(=O)CSc2ccc3nnc(-c4cccnc4)n3n2)c1 was read as Apoferritin bind -14.4%, POLK inh 3.3%, LDHA inh -1.5, 12-LOX inh inactive, APE1 inh -2.0%, ERG Ets-DNA blk 28.0%, POLH inh -3.4%, POLB inh -1.0% and RGS4 inh 3.0%.
CCOc1ccc(-c2nc(SCC(=O)Nc3ccc4c(c3)OCCO4)c(-c3ccc(F)cc3)[nH]2)cc1 was read as Apoferritin bind -6.8%, POLK inh -6.4%, LDHA inh -2.0, 12-LOX inh -6.2%, ERG Ets-DNA blk -0.1%, POLH inh -15.4%, POLB inh inconclusive and RGS4 inh -16.1%.
For COc1ccccc1NC(=O)c1cn(-c2ccccc2)nc1-c1ccccc1 the results were Apoferritin bind -0.5%, POLK inh 3.6%, LDHA inh 4.1, 12-LOX inh -10.6%, ERG Ets-DNA blk 3.7%, POLH inh -18.9%, POLB inh -8.7% and RGS4 inh 11.1%.
Screening Oc1ccc(/C=N/n2c(-c3ccco3)csc2=Nc2cccnc2)c(O)c1 returned Apoferritin bind -6.6%, POLK inh -7.0%, LDHA inh 1.8, 12-LOX inh inconclusive, APE1 inh -2.6%, ERG Ets-DNA blk 0.0%, POLH inh -16.8%, POLB inh 16.3% and RGS4 inh -24.2%.
`Cc1cccnc1NC(=O)c1ccc(NS(=O)(=O)c2ccc3[nH]c(=O)[nH]c3c2)cc1` gave POLK inh -2.8%, LDHA inh -4.4, 12-LOX inh -26.9%, APE1 inh -5.0%, ERG Ets-DNA blk -3.7%, POLH inh -1.7% and RGS4 inh 9.5%.
`Cc1ccc(CNC(=O)c2cc3c(=O)n4cccc(C)c4nc3s2)cc1` gave Apoferritin bind 1.3%, POLK inh -29.3%, LDHA inh 0.5, 12-LOX inh -4.4%, ERG Ets-DNA blk -1.7%, POLB inh -16.2% and RGS4 inh -10.4%.
Screening COC(=O)c1ccc(/C=N/NC(=O)CCSc2nc3ccccc3s2)cc1 returned Apoferritin bind -8.2%, 12-LOX inh -1.9%, APE1 inh 2.5% and POLB inh -10.8%.
`COc1ccc(CSCCc2n[nH]c(=S)n2-c2ccccc2)cc1` gave Apoferritin bind -14.8%, POLK inh -0.5%, LDHA inh -5.7, 12-LOX inh inconclusive, APE1 inh -2.0%, ERG Ets-DNA blk 4.1%, POLH inh -20.1%, POLB inh -0.3% and RGS4 inh -16.5%.
`O=c1c(C=Nc2cccc(C(F)(F)F)c2)c[nH]n1-c1cccc(Cl)n1` gave Apoferritin bind -9.6%, POLK inh -1.9%, LDHA inh -11.3, 12-LOX inh -22.1%, APE1 inh 0.9%, ERG Ets-DNA blk -0.7%, POLH inh 89.1µM*, POLB inh inconclusive and RGS4 inh -33.5%.
For CCc1c(C(=O)N/N=C/c2ccc(OCc3ccc(F)cc3)c(OC)c2)nnn1-c1nonc1N the results were Apoferritin bind -6.0%, POLK inh -8.1%, LDHA inh 3.0, 12-LOX inh -16.0%, APE1 inh 2.1%, ERG Ets-DNA blk -3.5%, POLH inh -9.4%, POLB inh -2.6% and RGS4 inh 8.5%.
For CCOP(=O)(c1c(F)c(F)c(F)c(F)c1F)C(O)c1ccccc1 (centres undefined) the results were Apoferritin bind -14.0%, POLK inh -6.3%, LDHA inh 0.4, 12-LOX inh -0.7%, APE1 inh 0.0%, ERG Ets-DNA blk 2.3%, POLH inh -2.8%, POLB inh 6.5% and RGS4 inh 10.1%.
For CCOCCCNS(=O)(=O)c1ccc(NC(=O)c2ccccc2)cc1 the results were Apoferritin bind -23.4%, POLK inh -0.7%, LDHA inh -8.6, 12-LOX inh -21.3%, APE1 inh -4.7%, POLH inh 0.9%, POLB inh 0.5% and RGS4 inh -7.2%.
For CC(=O)Nc1ccc(S(=O)(=O)N2CCN(Cc3cccc([N+](=O)[O-])c3)CC2)cc1 the results were Apoferritin bind -19.3%, POLK inh -5.2%, LDHA inh -12.4, 12-LOX inh inconclusive, APE1 inh -2.5%, ERG Ets-DNA blk -1.9%, POLH inh -12.4%, POLB inh 3.5% and RGS4 inh inconclusive.
CCNC(=O)CCSc1nnc(-c2ccncc2)o1 was read as Apoferritin bind -6.0%, POLK inh -22.8%, LDHA inh -5.8, 12-LOX inh 9.5%, APE1 inh -3.0%, ERG Ets-DNA blk 0.2%, POLH inh -1.4%, POLB inh 1.3% and RGS4 inh 14.2%.
Screening O=C(c1ccccc1)c1cc(-c2ccccn2)c(N2CCOCC2)s1 returned Apoferritin bind -22.8%, POLK inh -1.7%, LDHA inh -3.8, 12-LOX inh -43.1%, APE1 inh 0.7%, ERG Ets-DNA blk 0.3%, POLH inh -11.5%, POLB inh 22.3% and RGS4 inh -6.2%.
COc1ccc(-c2c(-c3ccsc3)oc(=O)c3cc(OC)c(OC)cc23)cc1 was read as POLK inh -8.3%, LDHA inh -2.9, 12-LOX inh -15.4%, APE1 inh -15.1%, ERG Ets-DNA blk 0.7%, POLH inh -10.4% and RGS4 inh 15.9%.
Screening CCCNC(=S)Nc1ccccc1 returned Apoferritin bind -8.8%, POLK inh -3.9%, LDHA inh -8.6, 12-LOX inh -1.6%, APE1 inh 14.9%, ERG Ets-DNA blk -2.3%, POLH inh -1.8%, POLB inh 24.0% and RGS4 inh -8.4%.
For CN(/C(=N\S(=O)(=O)c1ccccc1)C(F)(F)F)c1ccccc1 the results were Apoferritin bind -5.8%, POLK inh 0.2%, LDHA inh 1.2, 12-LOX inh inconclusive, APE1 inh 2.1%, ERG Ets-DNA blk -18.9%, POLH inh 2.5%, POLB inh 6.3% and RGS4 inh -10.3%.
CCOc1ccccc1OCCCC(=O)NNC(=O)c1ccc(F)cc1 was read as POLK inh -19.0%, LDHA inh 0.2, 12-LOX inh -1.2%, APE1 inh 50.6%, ERG Ets-DNA blk 3.6%, POLH inh -0.2% and RGS4 inh 5.4%.
Screening O=C(NCCN1CCOCC1)C(=O)NCC1OCCN1S(=O)(=O)c1ccccc1 (centres undefined) returned Apoferritin bind inconclusive, POLK inh 0.2%, LDHA inh -1.6, 12-LOX inh 24.4%, APE1 inh -7.3%, ERG Ets-DNA blk 6.4%, POLH inh -4.1%, POLB inh 1.1% and RGS4 inh -9.1%.
For CCOc1ccc(OCc2cccc(C(=O)N3CCCC3)c2)cc1 the results were Apoferritin bind -3.6%, POLK inh -4.1%, LDHA inh -4.2, 12-LOX inh inconclusive, APE1 inh -1.7%, POLH inh -9.7%, POLB inh 8.5% and RGS4 inh -15.2%.
Cc1c(Cl)c([N+](=O)[O-])nn1CC(=O)NCc1cccnc1 was read as Apoferritin bind -11.4%, POLK inh -6.5%, LDHA inh -4.2, 12-LOX inh -2.4%, APE1 inh 0.5%, ERG Ets-DNA blk 0.4%, POLH inh -18.8%, POLB inh 3.2% and RGS4 inh -5.2%.

This is a subset; count on the stated rates, not on these rows.
